High-throughput results as filed in PubChem.
MazEF act: MazEF (E. coli) toxin RNase activation. P0AE70. FAM/BHQ RNA-DNA oligo cleavage fluorescence, 5 h. activation, % at 20 µM. 350,000 compounds, 0.32% hits; in the data active = activation above about 50%
Target sequence (P0AE70 whole entry, looked up): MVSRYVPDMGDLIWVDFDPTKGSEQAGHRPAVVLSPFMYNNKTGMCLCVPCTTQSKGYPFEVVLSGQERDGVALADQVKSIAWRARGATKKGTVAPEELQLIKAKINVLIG
Mtb FBA inh: inhibits M. tuberculosis FBA enzyme | AID 588726 | purified M. tuberculosis FBA, fluorescence read-out | 360,000 compounds, 2.3% hits | inhibition, % at 1 µM | P9WQA3; in the data active = inhibition above about 27%;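 also: 0% = vehicle and 100% = reference inhibitor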
Target sequence (P9WQA3 whole entry, looked up): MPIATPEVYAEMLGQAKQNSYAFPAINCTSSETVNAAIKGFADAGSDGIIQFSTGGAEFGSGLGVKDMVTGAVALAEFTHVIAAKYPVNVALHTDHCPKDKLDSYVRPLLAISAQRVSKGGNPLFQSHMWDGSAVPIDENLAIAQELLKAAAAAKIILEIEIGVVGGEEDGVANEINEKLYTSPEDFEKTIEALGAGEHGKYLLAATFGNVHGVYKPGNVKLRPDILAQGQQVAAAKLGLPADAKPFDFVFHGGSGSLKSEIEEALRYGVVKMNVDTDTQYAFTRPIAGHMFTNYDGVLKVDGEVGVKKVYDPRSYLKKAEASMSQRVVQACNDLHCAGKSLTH
Mtb BioA inh: blocks M. tuberculosis BioA enzyme activity. 360,000 compounds, 0.096% hits. AID 602481. inhibition, % at 9.99 µM. purified M. tuberculosis BioA enzyme, plate reader; in the data active = inhibition above about 40%
BH1578 lux ind: quorum light induction in luxS cqsA deficient V. cholerae | V. cholerae BH1578 lux reporter, luminescence, 6 h | activation, % at 18.7 µM | 350,000 compounds, 0.16% hits | AID 588436; in the data active = activation mostly above about 9.7%, no sharp cut-off; also: not every result past the cut was called active; inactives centre near 0; reference of the scale not given here
Rv3671c protease: inhibits the M. tuberculosis serine protease Rv3671c. P9WHR9. inhibition, % at 5.96 µM. 320,000 compounds, 0.048% hits; in the data active = inhibition above about 38%;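 also: extracellular domain of Rv3671c used as enzyme; 0% = enzyme with DMSO and 100% = no enzyme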
Target sequence (P9WHR9 whole entry, looked up, the tested form may be a part): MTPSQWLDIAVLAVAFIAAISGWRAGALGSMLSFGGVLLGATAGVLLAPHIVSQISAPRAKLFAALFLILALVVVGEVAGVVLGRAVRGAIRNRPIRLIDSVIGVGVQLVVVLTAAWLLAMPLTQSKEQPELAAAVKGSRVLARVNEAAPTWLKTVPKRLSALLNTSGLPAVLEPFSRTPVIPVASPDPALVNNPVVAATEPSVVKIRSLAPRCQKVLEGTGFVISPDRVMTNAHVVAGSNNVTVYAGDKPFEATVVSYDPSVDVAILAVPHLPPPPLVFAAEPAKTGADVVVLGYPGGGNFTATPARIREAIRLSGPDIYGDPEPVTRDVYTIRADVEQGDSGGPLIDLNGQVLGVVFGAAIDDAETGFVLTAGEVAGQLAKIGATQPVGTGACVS
PriA SSB inh: inhibitors of Klebsiella pneumoniae PriA binding to SSB C-terminal tail; AlphaScreen SSBct-PriA binding, biotinylated peptide; inhibition, % at 33 µM; 430,000 compounds, 0.6% hits; AID 1272365; in the data active = inhibition mostly above about 37%, no sharp cut-off; inactive = mostly below about 20%;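 also: plate controls were negative control peptide for no effect and reference peptide for full effect; strong numbers were not always called active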
GDH-TPI counter: inhibits GDH-TPI coupling enzymes, artifact for Mtb FBA screen; AID 588335; GDH-TPI coupled enzyme counterscreen, NADH absorbance; 360,000 compounds, 1.2% hits; inhibition, % at 4.8 µM; in the data active = inhibition above about 30%;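 also: 0% = DMSO wells and 100% = wells lacking the enzyme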
UGM FP inh: Mtb UDP-galactopyranose mutase inhibition; P9WIQ1; purified UGM, fluorescence polarization probe displacement; inhibition, % at 10 µM; 320,000 compounds, 0.06% hits; AID 504406; in the data active = inhibition above about 10%, passing the limit was not always enough
SARS 3CLpro inh: SARS-CoV 3CLpro protease inhibition; inhibition, % at 6 µM; 290,000 compounds, 0.14% hits; P0C6X7; recombinant SARS-CoV 3CLpro, quenched FRET peptide cleavage; AID 1706; in the data active = inhibition above about 12%
VHR inh abs: blocks human VHR1 dual specificity phosphatase | P51452 | recombinant VHR phosphatase, pNPP absorbance | inhibition, % at 13.3 µM | 290,000 compounds, 0.52% hits; in the data active = inhibition above about 50%; also: some compounds called inactive have numbers as strong as hits
Target sequence (P51452 whole entry, looked up): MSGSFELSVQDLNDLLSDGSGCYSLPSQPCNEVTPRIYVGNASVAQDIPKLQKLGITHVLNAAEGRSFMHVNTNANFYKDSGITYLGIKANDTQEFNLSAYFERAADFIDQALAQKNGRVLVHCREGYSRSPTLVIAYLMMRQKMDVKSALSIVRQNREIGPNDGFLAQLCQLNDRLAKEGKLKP
* marks the source's active call; other numbers are inactive results; i = inactive; . = not tested or not shown.

Second line of a record – MazEF act, Mtb FBA inh, Mtb BioA inh, BH1578 lux ind, Rv3671c protease, PriA SSB inh, GDH-TPI counter, UGM FP inh, SARS 3CLpro inh, VHR inh abs
CCCCN1CCS(=O)(=O)N(Cc2ccccc2Br)CC(C(=O)OC)C1 (configuration not stated)
→ 1, -2, -1.7, -0.7, ., -11, 4, ., ., .
COc1cc(C(O)c2nc(/C=C/c3ccc(C(F)(F)F)cc3)cs2)ccc1F (configuration not stated)
→ ., -1, -1.1, -0.5, ., ., -11, ., ., .
CCN(CC)C(=O)Oc1ccc2ccccc2c1Br
→ 2, 1, ., -0.2, 1, -36, -2, 3.4, -1, 21
O=C(NCc1ccc(F)cc1)C1CCCN(c2nc3ccsc3c(=O)s2)C1 (configuration not stated)
→ -25, 1, ., 2.3, 8, 2, 1, 0.4, -3, 17
CCCN(C(=O)CCc1ccc(OC)cc1)c1c(N)n(Cc2ccccc2)c(=O)[nH]c1=O
→ 6, 0, -0.6, -0.2, -1, -12, -5, -0.5, ., .
CN(C1CCCCC1)S(=O)(=O)c1ccc2c(c1)c(=O)c(C(=O)N1CCc3ccccc3C1)cn2C
→ -4, 1, -0.2, i, -5, 7, 10, 2.2, -2, 6
CN(Cc1nc2ccccc2c(=O)[nH]1)C(=O)c1ccc(S(=O)(=O)N2CCCC2)cc1
→ -7, -4, 0.1, i, 10, -4, -4, 3.5, ., .
COc1ccccc1NC(=O)NC(N)=O
→ 2, -2, -1.1, -0.2, 0, -9, 28, 4.0, -10, 5
O=C1CC(c2ccccc2)C(c2ccccc2)=NN1 (configuration not stated)
→ 8, 5, -3.9, i, ., -5, 13, ., ., .
Cc1scc(C(=O)O)c1-c1c(C(=O)O)csc1C
→ 4, -3, ., -0.3, 6, -6, -8, -1.6, -3, -4
CCCOc1ccc(-c2nc(-c3ccc(N)cc3)cs2)cc1
→ ., ., ., ., 3, ., ., 0.2, 3, 7
CSCC(=O)N1CCCC(N2CCN(c3cccc(C(F)(F)F)c3)CC2)C1 (configuration not stated)
→ -2, 0, -1.2, i, -1, -1, 1, 0.6, -3, 30
C=CCn1c(=N)n(CC(=O)c2ccc(OC)cc2)c2ccccc21
→ 14, 0, ., -2.3, 0, 0, 4, -1.1, 4, 12
CCOC(=O)c1c(NC(=O)COC(=O)c2ccccn2)sc2c1CCC2
→ 11, 1, 1.1, -0.3, -14, -15, 6, 0.8, 3, 11
C=CCn1c(=O)c2ccccc2n2c(SCC(=O)Nc3sc(C)c(CC)c3C(=O)OCC)nnc12
→ -10, 3, ., i, -8, -12, 2, 1.8, 6, 14
COc1ccc(CCNC(=O)COC(=O)C2CC2C)cc1OC (configuration not stated)
→ 1, -2, 3.3, -7.1, 1, -2, -4, -0.2, ., .
CC(C)(C)NC(=O)Cn1c(SCC(=O)Nc2nccs2)nc2ccccc21
→ -9, 0, ., -0.3, -5, 0, 2, 0.0, -1, -18
N#Cc1c(N)oc(-c2ccc3c(c2)OCO3)c1-c1ccc2c(c1)OCO2
→ 11, 9, ., -0.3, 7, -6, 8, 0.2, 1, -17
CCC(C)(C)c1ccc(OCC(=O)N(C)C)c(C(C)(C)CC)c1
→ 2, -2, ., -0.2, 0, -2, 2, -2.0, 3, 1
Cn1c(SCc2ccccc2)nnc1-c1cnccn1
→ 2, 3, 2.2, -2.6, 0, -2, 5, 1.2, -4, 10
Cc1c(OCC(=O)NCCN2CCOCC2)ccc2c(-c3ccccc3)cc(=O)oc12
→ 7, 1, -1.3, -0.3, -5, -9, 7, -3.5, -1, 3
CSc1nc2cc(F)c(F)cc2n1C
→ -6, 1, ., -0.4, -15, -6, -10, 0.4, 3, 23
CCOC(=O)c1oc2nc(C(C)C)c3c(c2c1N)CC(C)(C)OC3
→ 5, 149*, -0.5, i, ., -18, -2, ., 1, 7
CCCNC(=O)COc1ccccc1[N+](=O)[O-]
→ 2, 0, ., -3.3, -5, 4, 6, -3.7, 1, 0
O=C(NCc1ccc(F)cc1)C1CCN(S(=O)(=O)N2CCCC2)CC1
→ 6, 2, ., -0.1, 2, 4, -5, -0.1, 0, -3
COc1cc(C(C2C(=O)CC(C)(C)CC2=O)C2C(=O)CC(C)(C)CC2=O)ccc1O
→ -49, 0, -0.8, i, -1, -2, 1, 1.8, 1, 24
O=C(Nc1nc(-c2ccccn2)cs1)c1cccc(-n2cnnn2)c1
→ -10, 4, -0.1, i, -13, -9, 16, 1.9, -3, 5
COC(=O)CCC(=O)NC(=S)Nc1c(C)cccc1C
→ 4, 1, ., i, -6, -11, 0, 1.8, -1, 10
O=C(Nc1ccccc1)C(CCCCN1C(=O)c2ccccc2C1=O)N1C(=O)c2ccccc2C1=O (configuration not stated)
→ -7, 0, ., i, ., -3, 1, ., ., .
CCCc1nnc(NC(=O)c2ccncc2)s1
→ -11, 1, ., 1.6, 5, -17, 9, -1.1, 3, -2

Already shown: two of the compounds above.
Second line of a record – MazEF act, Mtb FBA inh, Mtb BioA inh, BH1578 lux ind, Rv3671c protease, PriA SSB inh, GDH-TPI counter, UGM FP inh, SARS 3CLpro inh, VHR inh abs
O=C(Nc1ccccc1)C(CCCCN1C(=O)c2ccccc2C1=O)N1C(=O)c2ccccc2C1=O (configuration not stated)
→ -7, 0, ., i, ., -3, 1, ., ., .
CCCc1nnc(NC(=O)c2ccncc2)s1
→ -11, 1, ., 1.6, 5, -17, 9, -1.1, 3, -2

Reprinted at random: five entries already listed, in no set order.
Second line of a record – MazEF act, Mtb FBA inh, Mtb BioA inh, BH1578 lux ind, Rv3671c protease, PriA SSB inh, GDH-TPI counter, UGM FP inh, SARS 3CLpro inh, VHR inh abs
Cc1scc(C(=O)O)c1-c1c(C(=O)O)csc1C
→ 4, -3, ., -0.3, 6, -6, -8, -1.6, -3, -4
CCCNC(=O)COc1ccccc1[N+](=O)[O-]
→ 2, 0, ., -3.3, -5, 4, 6, -3.7, 1, 0
COc1ccc(CCNC(=O)COC(=O)C2CC2C)cc1OC (configuration not stated)
→ 1, -2, 3.3, -7.1, 1, -2, -4, -0.2, ., .
N#Cc1c(N)oc(-c2ccc3c(c2)OCO3)c1-c1ccc2c(c1)OCO2
→ 11, 9, ., -0.3, 7, -6, 8, 0.2, 1, -17
CCC(C)(C)c1ccc(OCC(=O)N(C)C)c(C(C)(C)CC)c1
→ 2, -2, ., -0.2, 0, -2, 2, -2.0, 3, 1

Returning to the listing; the two compounds before the break are reprinted first.
Second line of a record – MazEF act, Mtb FBA inh, Mtb BioA inh, BH1578 lux ind, Rv3671c protease, PriA SSB inh, GDH-TPI counter, UGM FP inh, SARS 3CLpro inh, VHR inh abs
O=C(Nc1ccccc1)C(CCCCN1C(=O)c2ccccc2C1=O)N1C(=O)c2ccccc2C1=O (configuration not stated)
→ -7, 0, ., i, ., -3, 1, ., ., .
CCCc1nnc(NC(=O)c2ccncc2)s1
→ -11, 1, ., 1.6, 5, -17, 9, -1.1, 3, -2
NC(=O)c1ccsc1NC(=O)COC(=O)c1nc(Cl)ccc1Cl
→ 0, -2, -1.2, -1.4, -4, -11, -1, 0.4, ., .
c1ccc(C2NCCn3cccc32)cc1 (configuration not stated)
→ 2, 3, -0.1, -0.3, 2, -8, 2, -2.0, -5, 17
CC(C)(C)NS(=O)(=O)c1ccc(NC(=O)C(Sc2ccccc2)c2ccccc2)cc1 (configuration not stated)
→ -1, 1, -1.4, ., -64, -2, -5, -1.5, 9, 10
C[N+](C)(C)C/C=C1/COCO1
→ 11, 2, ., i, 0, 3, 3, -0.5, -5, 32
CC(=O)OC1CSC2c3ccccc3C(=O)N2Cc2sccc21 (configuration not stated)
→ 2, 2, ., 0.7, 9, -10, 4, -2.5, -1, -1
CN(C)CCCNS(=O)(=O)c1ccc(N2CCN(Cc3ccc4c(c3)OCO4)CC2)c([N+](=O)[O-])c1
→ 13, 5, -1.2, -1.6, 1, 5, 5, -0.3, 2, 12
O=S(=O)(c1ccc(F)cc1)N1CCN(CC2CC3C=CC2C3)CC1 (configuration not stated)
→ 3, 0, -1.3, -0.4, 5, -2, -2, 1.1, 3, 17
COc1ccc(CCNS(=O)(=O)c2ccc3c(c2)n(C)c(=O)c(=O)n3C)cc1OC
→ 7, -1, -0.7, -0.2, ., -15, -2, ., 0, 42
O=C1NNC(c2ccccc2)=N/C1=C\c1ccc(Cl)cc1
→ -5, 2, -0.9, 0.5, -1, -4, 7, 0.2, -1, 30
O=C(COC(=O)c1ccc(NS(=O)(=O)c2ccc3c(c2)OCCO3)cc1)NC1CC1
→ 8, 7, -0.3, 0.4, 4, -17, 9, -0.8, 5, 14
Oc1ccc(O)c(-c2cnns2)c1
→ 24, 1, ., i, 2, -12, -2, -1.0, 5, -7
Cc1ccc(C(=O)Nc2cc3c(cc2Cl)OCCCO3)cc1
→ -4, -3, 1.3, 0.8, 0, -29, -4, 1.2, 5, 13
O=C(OCC(=O)c1ccc(Cl)s1)c1ccccn1
→ 1, -1, -1.2, -0.4, -12, -15, -1, -1.3, -1, 3
CCc1c(C)sc(NC(=O)c2cc(C)no2)c1C#N
→ 2, 5, 1.3, -0.4, -7, -3, 24, 0.4, -4, 19
COc1ccc(Cc2ccc(OC)c(N)c2)cc1N
→ -1, -3, -1.0, i, -1, 16, 2, 1.0, 1, 23
O=C(Nc1ccc2c(c1)OCO2)C1(S(=O)(=O)c2ccc(Cl)cc2)CC1
→ 2, 1, -4.4, i, 1, -3, 6, 0.4, 5, 24
COCCCNC(=O)CN1C(=O)/C(=C/c2ccccc2C)Sc2ccccc21
→ 0, 0, 0.8, -1.1, -4, 1, 2, 1.4, -1, 12
O=C(NC(=S)N(CCO)Cc1ccccc1)c1ccc(S(=O)(=O)N2CCCC2)cc1
→ -18, -2, ., -1.4, 15, -8, 0, 1.0, -2, -4
COc1ccccc1C1C(C(C)=O)=C(O)C(=O)N1c1ccc(O)cc1 (configuration not stated)
→ 3, -1, 0.6, -0.4, -1, 6, 42*, 0.8, -1, -22
COc1c(C)cccc1C(=O)NC(=S)Nc1ccc2c(c1)Cc1ccccc1-2
→ -15, 0, ., -0.3, ., -3, -1, ., 1, 17
O=C(c1ccc(Cn2c(=O)[nH]c3ccccc3c2=O)cc1)N1CCN(c2ccccc2)CC1
→ -4, -2, -1.6, i, 1, -6, -4, -0.4, 5, 14
O=C(/C=C/c1ccccc1)Nc1cc(C(=O)O)cc(C(=O)O)c1
→ -2, -6, -1.3, i, -5, -2, 0, -0.5, 2, -11
CC(C)(C)C(=O)CSc1nnc(Nc2ccccc2)s1
→ 2, 2, -0.2, -0.2, 3, -28, 6, 0.7, 5, 16
CC(C)(C)C1COc2ccccc2N1C(=O)c1cccc(Cl)c1 (configuration not stated)
→ 3, -1, -2.3, 0.5, 1, -12, -6, 0.6, -5, 21
Cc1nonc1NC(=O)CSc1nc2ccccc2[nH]1
→ 1, 1, ., -0.3, -9, -8, 3, -4.2, -4, 31
O=C(CSc1cccc[n+]1[O-])c1ccc(Cl)cc1
→ 7, -4, ., -0.3, 3, -15, 16, 0.7, 1, 18
O=C1CC(c2cccc(Cl)c2)CC(O)=C1C=Nc1cccc(Cl)c1 (configuration not stated)
→ 1, 2, ., 0.3, -6, -2, 7, -2.1, -5, 0
CCCc1cc2c(c(NC(C)=O)n1)c(=O)oc1ccccc12
→ 2, 13, ., -0.3, ., -11, 2, ., -9, 13
COCCNC(=S)NN=C1CCCCCC1
→ 2, 3, ., -0.3, ., -11, -5, ., 0, 2
CCOC(=O)c1sc(NC(=O)c2cc(-c3cccc(O)c3)on2)c(C(=O)OCC)c1C
→ -12, 3, -1.0, -0.2, 3, -10, 5, 0.2, -1, -11
Cc1cc2c(c(=O)o1)C(C13C=CC(CC1)C3)C(C#N)=C(N)O2 (configuration not stated)
→ -5, 1, -0.9, -3.6, -8, -13, 2, -0.9, -5, -13
CC(C)S(=O)(=O)c1csc(NC(=O)Nc2cccc([N+](=O)[O-])c2)c1Cl
→ 10, -1, ., -0.9, -4, 0, 5, 2.2, -7, 27
COC(=O)c1cc2n(n1)CCCNC2=O
→ 7, 3, ., -0.4, 0, -2, 2, -2.3, 4, 12

These rows are one share of the data. The share of hits here may be higher or lower than overall.
